Screens deposited in PubChem by several laboratories.
GPR35 antagonists: inhibition of zaprinast-stimulated GPR35 beta-arrestin translocation – imaging, U2OS, beta-arrestin-GFP, zaprinast agonist, primary screen (AID 2058); 290,000 tested, 0.052% active; U2OS GPR35 beta-arrestin-GFP translocation imaging, zaprinast antagonism; higher % means a stronger effect; one-dose inhibition, % at 10 µM; IC50 in µM for titrated hits;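 active = inhibition of at least 50% with at least 30 cells and total cytoplasm GFP at most 10,000,000; inconclusive = under 30 cells or total GFP of 10,000,000 plus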
MgcRacGAP inhibition: MgcRacGAP GTPase-activating activity inhibitors, confirmation, biochemical, ADP Hunter fluorescence. AID 624330. inhibition, % at 30 µM; hits with a dose series show IC50 in µM. 340,000 tested, 0.6% active. MgcRacGAP-stimulated Rac1 GTP hydrolysis, ADP Hunter fluorescence; higher % means a stronger effect; GST-tagged Rac1 F28L mutant substrate;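 active = first-screen hits whose inhibition reached a set limit at any dose in the follow-up dose series; inconclusive = inhibition above the set first-screen limit but never retested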;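 note: fluorescence reports GDP produced by GAP-driven GTP hydrolysis; strong numbers were not always called active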
SV40 large T antigen: TAg ATPase/helicase activity blockers – biochemical (AID 1903); SV40 large T antigen ATPase/helicase inhibition assay; higher % means a stronger effect; inhibition, % at 20 µM; hits with a dose series show IC50 in µM; 310,000 tested, 0.39% active; in the data active = a potency from the dose series; inconclusive = inhibition mostly from about 32% at the one dose, without a potency; inactive = the rest, 99 in 100 with inhibition below about 32%; note: strong numbers were not always called active
GPR55 activation: GPR55 agonists via beta-arrestin recruitment, primary screen, imaging, U2OS cells, beta-arrestin-GFP redistribution (AID 1961). U2OS GPR55 beta-arrestin-GFP redistribution imaging; higher % means a stronger effect. activation, % at 10 µM; hits with a dose series show EC50 in µM. 290,000 tested, 0.048% active;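 active = activation above 40% with more than 50 cells counted in the well; inconclusive = wells holding fewer than 50 cells, flagged as toxic or sparse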;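 note: U2OS osteosarcoma cells stably expressing GPR55 and beta-arrestin-GFP; plate controls were DMSO negative control for no effect and LPI positive control for full effect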
Hep lipid drop: hepatic lipid droplet formation modulation | AML12 mouse hepatocytes, oleate lipid droplets, BODIPY imaging | 240,000 tested, 0.4% active | AID 1656 | inhibition, % at 6.5 µM;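 active = lipid droplet intensity inhibited by at least 50%, with more than 500 cells counted; inconclusive = wells with under 300 cells, treated as cytotoxic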
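Material – AML12 mouse liver cells · Also added – oleate loading, 100 µM · Compound dosing – 6.5 µM single-point dosing · Times – overnight treatment with compound plus oleate · Measured by – fluorescence imaging, 20x objective, two fields per well · Read-out – percent inhibition of filter-corrected integrated lipid droplet intensity per well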
NTR1 ag: NTR1-driven beta-arrestin-GFP spot formation – imaging, U2OS cells, high content, primary screen (AID 493036) | agonist mode | activation, % at 20 µM | 330,000 tested, 0.17% active;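 active = activation at or above 40% of the spot to cytoplasm intensity ratio, with at least 20 cells analyzed; inconclusive = wells under 20 cells, flagged as cytotoxic or low count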;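 note: 0% = DMSO without peptide and 100% = 100 nM NTR1 peptide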
Target sequence (P30989 whole entry, looked up): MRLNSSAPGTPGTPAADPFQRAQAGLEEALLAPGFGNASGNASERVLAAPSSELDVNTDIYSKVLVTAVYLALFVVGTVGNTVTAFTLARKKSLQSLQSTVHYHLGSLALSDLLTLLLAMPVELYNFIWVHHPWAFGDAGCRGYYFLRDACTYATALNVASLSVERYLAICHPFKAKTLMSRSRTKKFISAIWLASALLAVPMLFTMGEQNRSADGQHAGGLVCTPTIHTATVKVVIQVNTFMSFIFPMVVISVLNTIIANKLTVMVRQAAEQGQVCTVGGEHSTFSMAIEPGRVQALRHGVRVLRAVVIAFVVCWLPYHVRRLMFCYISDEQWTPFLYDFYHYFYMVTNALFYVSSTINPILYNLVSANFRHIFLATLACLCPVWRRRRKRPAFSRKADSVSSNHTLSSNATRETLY
T cell modulator: modulates CD8 T cell binding to vesicles; 2C CD8+ T cell-vesicle binding, flow cytometry; active compounds read low; calls only at 7 µM; 330,000 tested, 0.068% active;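 active = response, share of CD8 T cells binding vesicles, and their 90th percentile fluorescence all below set limits, cut at about 80% in these data, passing the limit was not always enough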
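Test system: purified 2C TCR transgenic mouse naive CD8+ T cells. Probe or stimulus: QL9-peptide-loaded Drosophila micro-vesicles bearing Ld, ICAM-1 and B7-1. Incubation: binding step 1.5 h, 37 °C, antibody labelling 20 min, ice. Measured by: flow cytometry of vesicle-bound cells.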
GPR55 antagonists: inhibition of LPI-stimulated GPR55 beta-arrestin translocation – imaging, U2OS, beta-arrestin-GFP, LPI agonist, primary screen (AID 2013) | inhibition, % at 10 µM, or IC50 in µM where a hit was titrated | 290,000 tested, 0.13% active | U2OS GPR55 beta-arrestin-GFP translocation imaging, LPI antagonism; higher % means a stronger effect;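 active = spots per cell inhibited over 60%, with over 100 cells counted and total cytoplasm intensity under 500,000; inconclusive = wells with under 100 cells, flagged as likely toxic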;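 note: U2OS cells stably carrying GPR55 and arrestin-GFP stimulated by 5 µM LPI near EC80; imaged beta-arrestin-GFP aggregate spots per cell after agonist stimulation; plate controls were LPI-stimulated DMSO wells for no effect and DMSO wells without LPI for full effect; some results filed as inactive read as strong as hits; confirmed hits need IC50 under 10 µM and bright autofluorescent wells are also inconclusive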
LYP inhibition: PTPN22 lymphoid phosphatase activity blockers – biochemical, fluorescence intensity, uHTS (AID 1779). 290,000 tested, 0.054% active. recombinant LYP phosphatase, fluorescence intensity; higher % means a stronger effect. inhibition, % at 11.5 µM, or IC50 in µM where a hit was titrated; in the data active = inhibition above about 50%;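 note: plate controls were vehicle with enzyme for no effect and no enzyme for full effect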
Hep lipid drop cells 6.5 µM: further read-out of Hep lipid drop, marked with its call; cell count; measured here: cell count, cytotoxicity flag;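 cells counted across two imaged fields per well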
T cell modulator vesicle-bound %: further read-out of T cell modulator, marked with its call; double positive events, %; measured here: CD8+ vesicle-bound cell fraction;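 binding gate set so that unloaded-vesicle control wells show 10% double positive cells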
NTR1 ag cell count 20 µM: also measured in NTR1 ag; calls as there; cell count; measured here: cell count, cytotoxicity flag
* = called active by the depositor; i = inactive; ? = inconclusive; · = not tested or not shown.

SMILES | GPR35 antagonists | MgcRacGAP inhibition | SV40 large T antigen | GPR55 activation | Hep lipid drop | Hep lipid drop cells 6.5 µM | NTR1 ag | NTR1 ag cell count 20 µM | T cell modulator | T cell modulator vesicle-bound % | GPR55 antagonists | LYP inhibition
COc1ccc(CNC(=O)C(=O)NC2CC(C)(C)NC(C)(C)C2)cc1 | 14% | 12% | 4% | -0.1% | -8 | 683 | -1.2 | 39 | i | 43 | -9% | 2%
CN1CCN(c2nc(C(N)=O)cc(-c3ccccc3)n2)CC1 | -6% | 11% | 7% | -0.3% | 7 | 718 | -0.8 | 71 | i | 52 | -5% | 1%
CCC(=O)Nc1nc(-c2ccc3c(c2)CC(C)N3S(C)(=O)=O)cs1 (stereo not given) | 28% | 5% | 21% | -0.1% | 1 | 656 | 2.1 | 52 | i | 34 | 6% | -5%
COc1ccc2nc(NC(=O)CCN3C(=S)NC(C)(C)CC3C)sc2c1 (stereo not given) | 26% | 6% | 12% | 0.3% | 25 | 600 | 1.6 | 48 | i | 3 | -5% | -8%
Cc1cc(C)c(CN2CCC(n3nccc3NC(=O)C3CCOC3)CC2)cc1C (stereo not given) | 1% | 9% | 26% | 0.7% | 19 | 685 | 0.1 | 86 | i | 18 | 14% | -4%
CSc1ccc(CN2CCN(CCC(C)C)C(CCO)C2)cc1 (stereo not given) | 4% | 8% | 9% | -0.2% | -2 | 716 | 0.0 | 51 | i | 18 | 6% | -5%
CCn1c2ccccc2c2cc(NC(=O)c3cccc([N+](=O)[O-])c3)ccc21 | · | 10% | 14% | · | · | · | 4.2 | 65 | i | 15 | · | ·
Cc1ccccc1OCc1nnc(SCC(=O)Nc2ccc3c(c2)oc2ccccc23)n1C | -4% | -1% | 4% | -0.1% | 93* | 612* | 10 | 68 | i | 44 | 1% | 5%
CCOC(=O)C1=C(C)NC(=O)NC1c1ccc(-c2ccc(Cl)cc2)o1 (stereo not given) | -8% | 5% | 5% | 0.2% | 5 | 601 | 0.6 | 51 | i | 39 | 2% | -3%
Cc1noc(C)c1S(=O)(=O)N1CCN(c2ccc(Cl)cc2)CC1 | 0% | 12% | 8% | -0.2% | 3 | 684 | 0.1 | 67 | i | 30 | 12% | -8%
COc1ccc(-n2nnnc2SCC(=O)Nc2cc(OC)c([N+](=O)[O-])cc2C)cc1 | -4% | 5% | 16% | -0.2% | 4 | 685 | 4.0 | 49 | i | 40 | 0% | 5%
Cc1cccc(C)c1OCC(=O)N1CC2(C)CC1CC(C)(C)C2 (stereo not given) | 13% | 9% | 6% | 0.0% | -21 | 725 | -0.9 | 60 | i | 26 | 4% | 2%
Cc1[nH]n(-c2ccccc2)c(=O)c1N=Nc1ccc(F)cc1 | -3% | 4% | 8% | 0.0% | -1 | 417 | 1.7 | 82 | i | 49 | 4% | -5%
O=C(CNS(=O)(=O)c1c(F)cc(F)cc1Br)OCC(=O)N1CCCC1=O | · | 4% | 6% | · | · | · | 0.8 | 54 | i | 24 | · | ·
CC(C)CC1(C(=O)NCCc2c[nH]c3ccccc23)C=CCN1C(=O)c1ccccc1 (stereo not given) | 6% | 2% | 4% | -0.1% | -25 | 769 | 2.1 | 46 | · | · | 8% | -6%
COc1ccccc1NC(=S)NCc1ccc(Cl)cc1 | 2% | 10% | 8% | -0.4% | -14 | 843 | 2.0 | 59 | i | 50 | -2% | -4%
CC(C)(C)c1ccc(-c2csc(NNC3=NCCCCC3)n2)cc1 | -3% | 1% | 11% | 0.3% | 60* | 738* | 5.0 | 61 | i | 25 | 36% | -8%
FC(F)(F)c1nc(-c2cccs2)ncc1-c1nnnn1-c1ccc(Cl)cc1 | 11% | 5% | 1% | 0.0% | -13 | 711 | 57* | 103* | i | 22 | 14% | -1%
COC(=O)C(C)(C)ONC(=O)Nc1ccc(C)cc1 | 12% | 9% | 4% | 0.1% | 0 | 678 | 4.7 | 68 | i | 49 | 1% | -1%
NC(N)=NS(=O)(=O)c1ccc(NC(=S)NC(=O)/C=C/c2ccco2)cc1 | -10% | 16% | ? | 0.7% | -10 | 643 | 0.9 | 65 | i | 50 | 5% | -4%
CC(=O)N/C(=C\c1ccccc1)C(=O)OC/C=C/c1ccccc1 | -13% | 3% | 12% | -0.2% | 6 | 731 | 0.7 | 72 | i | 60 | 9% | -3%
COc1ccc(NC(=O)C2CC(c3ccc(Cl)cc3)=NO2)cc1 (stereo not given) | -4% | 4% | -2% | -0.1% | · | · | 0.3 | 65 | i | 42 | -13% | -2%
Cc1nnc(SCc2cc([N+](=O)[O-])cc3c2OCOC3)[nH]c1=O | 11% | 2% | 18% | 0.2% | -7 | 706 | 1.8 | 49 | i | 55 | 16% | -4%
CCOC(=O)c1cc(NC(=O)N2CCOCC2)c(C)nc1C | -11% | 2% | 4% | -0.1% | 7 | 732 | 0.8 | 54 | i | 27 | -10% | -4%
c1coc(CNc2nc3nonc3nc2NCc2ccco2)c1 | -7% | 1% | 7% | -0.1% | -15 | 704 | -1.3 | 91 | i | 3 | 12% | -2%
Cc1ccc(-c2nnc(SCC#N)n2N)cc1 | 9% | 6% | 3% | -0.1% | 0 | 736 | -0.9 | 52 | i | 52 | 11% | -5%
Cc1ccc(C(=O)CC(Nc2ccc(F)cc2)c2ccccc2)cc1 (stereo not given) | 2% | -1% | 0% | 0.2% | 11 | 641 | 4.8 | 51 | i | 48 | 4% | -3%
Cc1ccc(NC(=O)/C(=C\c2cccnc2)NC(=O)c2ccccc2)cc1 | -20% | 10% | 7% | 0.3% | 2 | 840 | 1.4 | 75 | i | 66 | 22% | 0%
CC1CCCCN1Cc1c(O)ccc2c(=O)c(-c3ccccc3)coc12 (stereo not given) | 1% | · | 1% | -0.1% | 87* | 378* | 1.7 | 65 | i | 47 | 0% | 1%
CC(=O)OCCCN(C)CC/C=C1/c2ccccc2CSc2ccccc21 | · | 4% | 7% | · | · | · | 0.2 | 51 | i | 59 | · | ·
O=C(NC1CCCCC1)NC1CCN(CC(=O)N2CCOCC2)CC1 | 7% | 2% | -3% | 0.3% | 9 | 752 | -1.0 | 87 | i | 8 | 11% | -14%
O=C(CCCc1ccccc1)Nc1ccnn1C1CCN(Cc2ccccn2)CC1 | 7% | -4% | 12% | 0.4% | 21 | 851 | 0.9 | 68 | i | 37 | 13% | -8%
CCC(=O)N(CCO)Cc1cc2ccc(C)c(C)c2[nH]c1=O | 13% | 4% | 2% | 0.5% | · | · | 0.4 | 45 | i | 30 | 2% | -4%
O=C(NCc1ccc(OC(F)(F)F)cc1)c1cc(-c2ccccc2)nn1CC1CC(c2cccnc2)=NO1 (stereo not given) | · | 5% | 14% | · | · | · | 0.9 | 55 | i | 10 | · | ·
Cc1ccc(C(=O)N[C@H](C(=O)N2CCN(c3ccccc3F)CC2)C(C)C)cc1 | 4% | 9% | -2% | -0.2% | -7 | 788 | 1.2 | 43 | i | 6 | -4% | -3%
O=C(NC(=S)Nc1ccc2c(c1)OCCO2)c1cccc(Br)c1 | 0% | 8% | 3% | 0.4% | 8 | 692 | 2.3 | 60 | i | 40 | 9% | -6%
O=C(c1cc(COc2ccccc2)on1)N1CCCC(OCc2cccnc2)C1 (stereo not given) | 1% | 7% | 11% | -0.1% | -7 | 834 | -1.1 | 55 | i | 10 | 5% | -11%
O=C(Cc1ncc(C(F)(F)F)cc1Cl)Nc1ccc(F)cc1 | 3% | 3% | 2% | 0.2% | 8 | 655 | -0.8 | 57 | i | 32 | 10% | -7%
COc1cc(C(=O)Nc2cc3c4c(c2)CC(=O)N4CCC3)cc(OC)c1OC | · | 13% | 10% | · | · | · | -0.8 | 55 | i | 47 | · | ·
CC1CCN(S(=O)(=O)c2ccc3[nH]cc(C(=O)NCCN4CCOCC4)c(=O)c3c2)CC1 | 1% | -6% | -2% | -0.1% | -11 | 722 | 0.0 | 39 | i | 16 | 0% | 1%
O=C(Nc1ccccc1C(=O)Nc1ccncc1)c1cccc([N+](=O)[O-])c1 | 0% | 9% | -1% | 0.0% | -23 | 569 | 2.8 | 76 | i | 59 | -14% | -6%
CCC(C(=O)N1CCN(c2ccccn2)CC1)n1nc(C)n2c(cc3occc32)c1=O (stereo not given) | -4% | 11% | 19% | -0.1% | -8 | 744 | 1.5 | 38 | i | 9 | -4% | -5%
O=C(O)CCc1ccc(-c2ccc(Br)cc2)n1CC(=O)O | 6% | 4% | ? | 0.0% | 9 | 663 | 0.3 | 36 | i | 24 | 2% | 0%
O=C1Nc2ccccc2C12OCCCCO2 | 13% | -2% | 0% | -0.1% | · | · | 0.6 | 66 | i | 15 | -4% | -6%
c1ccc(-c2ccc(-c3csnn3)cc2)cc1 | 10% | 9% | 6% | 0.5% | · | · | -0.1 | 73 | i | 28 | -2% | -1%
C#CCOCCOCCOCCNc1nc(N2CCOCC2)nc(N2CCN(C(=O)CCCCCCCCCCNC(=O)[C@H](CO)n3cc(CCCSC)nn3)CC2)n1 | · | 6% | 28% | · | · | · | 0.2 | 62 | i | 13 | · | ·
Cc1ccc(C)c(N2CCN(C(=O)c3ccc(NS(=O)(=O)c4c(C)noc4C)cc3)CC2)c1 | 7% | 6% | 13% | 0.0% | · | · | 2.4 | 51 | i | 52 | 5% | 0%

Just MgcRacGAP inhibition and GPR55 antagonists, for 2 of the compounds above:
| Molecule | MgcRacGAP inhibition | GPR55 antagonists |
| --- | --- | --- |
| CCC(C(=O)N1CCN(c2ccccn2)CC1)n1nc(C)n2c(cc3occc32)c1=O (stereo not given) | 11% | -4% |
| O=C(O)CCc1ccc(-c2ccc(Br)cc2)n1CC(=O)O | 4% | 2% |

An unsorted share of the library; any-hit rate near 1.8%.
